Source: PubChem
Vc quorum ag: inducers of Vibrio cholerae quorum light production without autoinducers; V. cholerae BH1578 lux reporter, luminescence, 6 h; activation, % at 18.7 µM; 350,000 tested, 0.16% active; AID 588436; in the data active = activation mostly above about 9.7%, no sharp cut-off; note: not every result past the cut was called active; inactives centre near 0; reference of the scale not given here
FBA Mtb inh: Mtb fructose-bisphosphate aldolase inhibition; P9WQA3; purified M. tuberculosis FBA, fluorescence read-out; inhibition, % at 1 µM; 360,000 tested, 2.3% active; in the data active = inhibition above about 27%;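 note: 0% = vehicle and 100% = reference inhibitor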
Target sequence (P9WQA3 whole entry, looked up): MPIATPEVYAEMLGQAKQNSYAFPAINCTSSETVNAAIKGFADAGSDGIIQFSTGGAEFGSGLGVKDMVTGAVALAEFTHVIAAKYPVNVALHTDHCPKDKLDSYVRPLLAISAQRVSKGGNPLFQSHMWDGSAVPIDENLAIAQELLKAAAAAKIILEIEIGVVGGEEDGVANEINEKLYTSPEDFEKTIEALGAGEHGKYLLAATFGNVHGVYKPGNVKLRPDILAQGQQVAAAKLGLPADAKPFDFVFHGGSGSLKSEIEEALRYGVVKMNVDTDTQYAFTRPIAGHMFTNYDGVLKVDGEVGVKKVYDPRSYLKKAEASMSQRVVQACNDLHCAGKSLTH
Mtb BioA inh: blocks M. tuberculosis BioA enzyme activity; purified M. tuberculosis BioA enzyme, plate reader; inhibition, % at 9.99 µM; 360,000 tested, 0.096% active; AID 602481; in the data active = inhibition above about 40%
PfHsp40 rescue: rescue of PfHsp40-mediated yeast toxicity | S. cerevisiae expressing PfHsp40, growth rescue, ATP luminescence | growth rescue, % at 12.5 µM | 340,000 tested, 0.68% active | AID 504582; in the data active = growth rescue above about 28%, passing the limit was not always enough;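 note: yeast W303a lacking pdr1 and pdr3 grown in galactose medium; growth measured after three days at 30 °C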
TcdB inh: TcdB glycohydrolase inhibition. TcdB glycohydrolase enzymatic assay, plate reader. inhibition, % at 9.99 µM. 350,000 tested, 0.24% active; in the data active = inhibition above about 10%
UGM FP inh: blocks M. tuberculosis UGM enzyme; inhibition, % at 10 µM; purified UGM, fluorescence polarization probe displacement; P9WIQ1; 320,000 tested, 0.06% active; AID 504406; in the data active = inhibition above about 10%, passing the limit was not always enough
Target sequence (P9WIQ1 whole entry, looked up): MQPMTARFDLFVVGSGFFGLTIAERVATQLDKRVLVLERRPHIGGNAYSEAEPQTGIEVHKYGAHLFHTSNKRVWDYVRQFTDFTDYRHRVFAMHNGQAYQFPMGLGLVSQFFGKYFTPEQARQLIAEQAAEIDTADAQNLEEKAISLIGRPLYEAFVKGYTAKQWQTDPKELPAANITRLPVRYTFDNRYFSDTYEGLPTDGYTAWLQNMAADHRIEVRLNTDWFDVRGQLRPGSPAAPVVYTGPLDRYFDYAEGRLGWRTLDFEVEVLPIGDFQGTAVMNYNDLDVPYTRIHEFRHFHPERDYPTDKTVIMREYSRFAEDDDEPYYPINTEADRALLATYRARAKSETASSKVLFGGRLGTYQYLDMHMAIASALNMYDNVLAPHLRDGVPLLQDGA
FadD28 FP inh: blocks FadD28 binding to the bisubstrate probe; inhibition, % at 12.5 µM; fluorescence polarization; 360,000 tested, 0.22% active; AID 588549; in the data active = inhibition above about 8.5%, passing the limit was not always enough
GDH-TPI inh: inhibits GDH-TPI coupling enzymes, artifact for Mtb FBA screen. inhibition, % at 4.8 µM. GDH-TPI coupled enzyme counterscreen, NADH absorbance. 360,000 tested, 1.2% active; in the data active = inhibition above about 30%;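 note: 0% = DMSO wells and 100% = wells lacking the enzyme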
Y pestis TopoI: Y. pestis Topo-I inhibition via cleavage products | Y. pestis Topo-I cleavage product accumulation, plate reader | activity, % at 10 µM | 360,000 tested, 0.064% active; in the data active = activity above about 50%, passing the limit was not always enough; note: inactives centre near 2
* hit, by the source's call; i = inactive; nt = no result given; + = active, no number.

SMILES | Vc quorum ag | FBA Mtb inh | Mtb BioA inh | PfHsp40 rescue | TcdB inh | UGM FP inh | FadD28 FP inh | GDH-TPI inh | Y pestis TopoI
O=C(Nc1cccc2ccccc12)c1csc([C@@H]2O[C@H](CO)[C@H](O)[C@H](O)[C@H]2O)n1 | -0.4 | 2 | 0.0 | nt | 1.5 | nt | -0.3 | 5 | 6
O=C(Nc1nnc(-c2ccc(F)cc2)o1)c1ccco1 | -0.3 | -2 | -0.7 | -0.2 | -0.2 | 1.7 | -0.4 | 11 | -6
Oc1ccc(/C=N/NC(=S)NCCN2CCOCC2)c(O)c1 | 0.7 | 13 | nt | -0.2 | -8.8 | -0.3 | -1.1 | 20 | -13
CC1CC(C(F)(F)F)n2ncc(C(=O)O)c2N1 (stereo unspecified) | i | 0 | -1.7 | 0.5 | nt | -0.3 | -1.0 | 3 | -1
CCC1C(C#N)=C(N)OC2=C1C(=O)CC(C)(C)C2 (stereo unspecified) | i | -1 | nt | 0.0 | nt | 1.4 | -1.3 | 14 | -3
O=C(CCN1C(=O)/C(=C/c2ccc(Cl)cc2)SC1=S)Nc1ccc(C(=O)O)cc1 | -8.3 | 0 | -0.1 | 0.2 | 0.1 | 0.1 | 0.7 | -3 | -2
O=C(c1cc(-c2ccco2)on1)N1CCN(C(c2ccccc2)c2ccccc2)CC1 | -0.3 | 0 | -3.4 | 0.2 | nt | 2.7 | -1.9 | -1 | -8
CCC1CCCCN1S(=O)(=O)c1ccc(NC(=O)C2CCN(C(=O)c3ccco3)CC2)cc1 (stereo unspecified) | i | 1 | 1.5 | -1.3 | -2.6 | -2.4 | -1.7 | 1 | 11
CC1(C)NC(=O)N(CC(O)CN2CCOCC2)C1=O (stereo unspecified) | -0.4 | 3 | nt | -0.9 | nt | 1.2 | -1.4 | 5 | -3
O=S(=O)(NCCC1=CCCCC1)c1ccccc1Cl | i | 0 | 2.4 | 1.8 | 1.8 | -1.1 | -0.8 | 0 | 22
CC(C)(C)S(=O)N1Cc2cn(Cc3ccccc3)c(=O)cc2[C@@H]1CCO (stereo partly specified) | -1.1 | 11 | 2.6 | -0.5 | 0.9 | nt | -0.6 | 10 | 5
Cc1ccc(S(=O)(=O)NCc2ccc(C(=O)N(C)CCC#N)cc2)cc1 | i | 2 | 0.7 | 0.8 | nt | -1.9 | -1.2 | 4 | -11

Three of these compounds in a different format.
SMILES	Vc quorum ag	FBA Mtb inh	Mtb BioA inh	PfHsp40 rescue	TcdB inh	UGM FP inh	FadD28 FP inh	GDH-TPI inh	Y pestis TopoI
CCC1C(C#N)=C(N)OC2=C1C(=O)CC(C)(C)C2 (stereo unspecified)	i	-1	nt	0.0	nt	1.4	-1.3	14	-3
Cc1ccc(S(=O)(=O)NCc2ccc(C(=O)N(C)CCC#N)cc2)cc1	i	2	0.7	0.8	nt	-1.9	-1.2	4	-11
O=S(=O)(NCCC1=CCCCC1)c1ccccc1Cl	i	0	2.4	1.8	1.8	-1.1	-0.8	0	22

The list goes on.
SMILES | Vc quorum ag | FBA Mtb inh | Mtb BioA inh | PfHsp40 rescue | TcdB inh | UGM FP inh | FadD28 FP inh | GDH-TPI inh | Y pestis TopoI
Nc1nnc(Cc2ccc(Cl)cc2Cl)s1 | i | 2 | -3.3 | 0.2 | nt | 0.0 | -3.2 | -7 | -5
CC(C)(CO)NC(=S)NCc1ccco1 | -0.3 | -1 | -1.6 | -0.1 | 0.1 | 0.3 | -2.0 | -11 | 1
Cc1ccc(S(=O)(=O)CC(=O)N2CCN(c3ccc(F)cc3)CC2)cc1 | -0.4 | 1 | 1.7 | 0.6 | 2.6 | 1.2 | -1.8 | 2 | 3
CC1C(=O)N2CCCc3cc(NC(=O)C(=O)NCCc4ccccc4)cc1c32 (stereo unspecified) | -5.9 | 4 | -0.6 | -0.6 | 0.8 | -0.7 | -1.0 | 4 | 3
COCCN(C(=O)Cc1cccs1)C(C(=O)NCc1ccc(OC)cc1)c1ccc(OC)cc1 (stereo unspecified) | -1.6 | 4 | 0.4 | 1.1 | nt | -1.4 | -2.3 | 7 | 16
O=C(COC(=O)c1ccc(Br)c(S(=O)(=O)N2CCOCC2)c1)NC1CC1 | i | 2 | 0.5 | 1.2 | 1.5 | -2.2 | -1.8 | 2 | -1
Cc1cccc(C)c1NC(=S)N1CCC(N(C)CC2CCCO2)CC1 (stereo unspecified) | i | 0 | -1.2 | -0.3 | nt | 1.6 | -1.6 | -6 | 1
CCCCNC(=O)C1(C)CCCCN1C(=O)c1cc(-c2ccccc2)cs1 (stereo unspecified) | 4.5 | 2 | -1.9 | nt | 1.3 | nt | -0.9 | 16 | 8
COc1ccc(CC(=O)Nc2ccc(C(=O)NC(C)(C)C)cc2)cc1 | -4.2 | 2 | nt | -0.4 | nt | nt | -0.1 | -4 | 0
Cc1cc(C)c(C)c(S(=O)(=O)Nc2ccc(C(=O)N3CCCC3)cc2)c1C | -1.8 | 2 | 1.1 | -0.6 | 5.9 | 1.2 | -3.8 | -1 | 14
CCN(c1ccccc1)S(=O)(=O)c1ccc2[nH]cc(C(=O)N3CCOCC3)c(=O)c2c1 | -0.5 | 13 | -0.1 | 2.3 | nt | -1.4 | -1.4 | 17 | -4
CC(=O)N=c1c(C#N)cc2c(=O)n3cccc(C)c3nc2n1Cc1ccco1 | 0.4 | + | 2.4 | nt | 0.7 | 1.4 | -1.3 | 9 | 0

Entries shown so far that contain a tert-butyl group, in the order listed:
SMILES | Vc quorum ag | FBA Mtb inh | Mtb BioA inh | PfHsp40 rescue | TcdB inh | UGM FP inh | FadD28 FP inh | GDH-TPI inh | Y pestis TopoI
CC(C)(C)S(=O)N1Cc2cn(Cc3ccccc3)c(=O)cc2[C@@H]1CCO (stereo partly specified) | -1.1 | 11 | 2.6 | -0.5 | 0.9 | nt | -0.6 | 10 | 5
COc1ccc(CC(=O)Nc2ccc(C(=O)NC(C)(C)C)cc2)cc1 | -4.2 | 2 | nt | -0.4 | nt | nt | -0.1 | -4 | 0

The list continues.
SMILES | Vc quorum ag | FBA Mtb inh | Mtb BioA inh | PfHsp40 rescue | TcdB inh | UGM FP inh | FadD28 FP inh | GDH-TPI inh | Y pestis TopoI
O=C1CCn2nc(-c3ccc(Cl)cc3)cc2N1 | -1.1 | -2 | -4.7 | 0.7 | 7.3 | -1.3 | -4.0 | 4 | 7
CCOC(=O)c1c(N)sc(C(=O)N2CCCC(C(N)=O)C2)c1C (stereo unspecified) | -1.8 | -1 | 2.0 | 0.2 | nt | -1.8 | 0.7 | 11 | 3
CC(=O)Nc1ccc(-c2ccnc3c2CC(C)(C(=O)NCc2ccc(N4CCN(C)CC4)cc2)O3)cc1 (stereo unspecified) | i | 1 | -1.1 | nt | 0.8 | nt | -2.2 | 9 | -5
Cc1ccn2cc(CSc3ccccc3N)nc2c1 | i | 1 | 0.7 | -0.5 | nt | -2.6 | -1.6 | 13 | -4
Cc1ccc(C(=O)OCC(=O)Nc2ncc(Cl)cc2Cl)cc1NC(=O)c1ccco1 | -0.2 | 1 | -1.2 | 0.3 | 1.5 | 0.2 | -3.4 | -7 | 0
CC(=O)c1ccc(NC(=O)COC(=O)CCc2ccc(S(=O)(=O)N3CCOCC3)cc2)cc1 | -0.3 | 1 | 0.0 | -0.3 | 0.8 | -2.8 | -0.4 | 4 | 16
Cc1cc(NC(=O)COC(=O)c2cc3c(s2)CCC(C)C3)no1 (stereo unspecified) | 0.0 | -4 | -3.0 | -1.5 | nt | -1.8 | -0.4 | -9 | 14
Nn1c(SCC(=O)NCCc2ccc(S(N)(=O)=O)cc2)nnc1C1CCCCC1 | -0.7 | 0 | 12 | 1.0 | 0.3 | 2.4 | -5.1 | 1 | 3
COc1cc(C2C(C#N)=C(N)Oc3cc(N(C)C)ccc32)cc2c1OCO2 (stereo unspecified) | i | -3 | -2.0 | 2.2 | nt | -0.3 | 1.2 | 15 | 4
CCCC(C)C(=O)OCC(=O)Nc1c(Br)cc(C)cc1Br (stereo unspecified) | -0.2 | 4 | -1.3 | 1.1 | 1.3 | -0.9 | -2.5 | -4 | 1
CC1(C)CC(=O)C=C(Nc2ccc(C(=O)O)cc2)C1 | 1.9 | 6 | 2.5 | -0.5 | nt | 0.8 | -1.9 | 30 | -2
CC(=O)/C(C#N)=C1\NC(=O)C(Cc2ccc(C)c(C)c2)S1 (stereo unspecified) | 3.0 | 0 | -0.2 | 0.8 | nt | 1.2 | -2.1 | 15 | 2
O=c1[nH]c2ccccc2c(O)c1-c1ccccc1[N+](=O)[O-] | -0.4 | 1 | nt | 0.2 | 2.1 | -1.4 | 0.4 | -1 | 7
C=CC[C@@H](CC(=O)OC(C)(C)C)C(=O)OC[C@@H]1CCCN1C(=O)[C@@H](CC=C)CC(=O)N[C@@H](CO)Cc1ccccc1 | i | -1 | 0.3 | 1.1 | -2.9 | 4.3 | -0.5 | 4 | 10
CC1(C(=O)NCC2CCOCC2)Cc2c(-c3cccc(C(F)(F)F)c3)ccnc2O1 (stereo unspecified) | i | 4 | 8.8 | nt | 0.6 | nt | 0.2 | 4 | 19
Cc1c(C(N)=O)sc2ncn(CC(=O)N(C)C3CCCCC3)c(=O)c12 | -0.4 | 1 | 2.8 | -1.7 | -0.2 | -1.3 | 0.6 | 8 | -5
CC1CC(C)(C)NC(=S)N1CCCC(=O)Nc1ccc(Br)cc1 (stereo unspecified) | 2.9 | 3 | 0.2 | -1.0 | -0.6 | 1.4 | -1.5 | 3 | 5
O=C(NCc1ccccn1)C(=O)NCC1OCCCN1S(=O)(=O)c1cc(F)ccc1F (stereo unspecified) | i | 4 | 0.4 | -0.6 | 1.4 | -1.1 | -1.9 | -1 | 4
Cc1ccc(C(=O)COC(=O)C(C)N2C(=O)C3C4CCC(C4)C3C2=O)cc1 (stereo unspecified) | 0.2 | 1 | -1.4 | -0.8 | 1.1 | 0.6 | -1.7 | 0 | 8
Cc1nnc(SCC(=O)N2CCN(S(=O)(=O)c3ccccc3)CC2)s1 | -0.3 | -1 | -0.3 | 0.2 | -0.4 | -0.6 | -0.8 | 1 | 4
OC(Cn1cccn1)c1ccccc1 (stereo unspecified) | i | 0 | 0.0 | -0.1 | nt | -2.6 | -2.2 | 2 | -11
O=C(/C=C/c1ccccc1)Nc1nnc(SCC(=O)c2ccc3ccccc3c2)s1 | -0.2 | -2 | -0.6 | -1.8 | nt | 5.0 | 0.5 | 6 | 3
Cc1ccc(C(=O)NC2CCCc3c2cnn3-c2ccc(F)cc2F)cn1 (stereo unspecified) | -0.3 | 2 | 7.6 | -0.3 | 0.5 | 3.2 | -1.0 | 4 | -7
O=C(c1cccnc1)N1CCN(C(=O)c2cccc(Cl)c2)CC1 | 2.1 | 1 | -3.0 | 0.4 | 0.6 | -0.8 | 0.9 | 4 | -3
CC1(Oc2cccc(C#N)c2)CCN(Cc2ccccc2OC(F)F)C1 (stereo unspecified) | i | 0 | -0.2 | nt | 1.6 | nt | -2.2 | 4 | 15
Cc1ccc(C)c(-n2ccnc2SCC(=O)O)c1 | i | 0 | nt | 0.8 | nt | -0.8 | 0.6 | 10 | 0
Cc1cc(NCc2ccccn2)n2c(nc3ccccc32)c1C#N | i | 21 | nt | 3.8 | 1.4 | nt | -4.1 | 0 | 0
COc1ccc(N2CC(C(=O)Nc3cc(C)on3)CC2=O)cc1 (stereo unspecified) | -0.6 | 0 | 1.4 | -1.5 | 1.8 | -0.4 | -4.6 | -8 | 8
Cc1ccccc1S(=O)(=O)N1[C@@H](c2ccc(F)cc2)C(C(=O)O)=CC[C@H]1c1ccc(Cl)cc1 | -0.3 | -1 | 2.9 | 4.8 | -1.3 | 1.9 | -4.1 | -3 | 10
Oc1nc(Nc2ccc(F)cc2)sc1/C=C1\C=Nc2ccccc21 | -3.7 | -6 | nt | 0.6 | 1.4 | -0.5 | -1.3 | 13 | -19
CCOC(=O)c1cnc2c(-c3ccc(Cl)cc3)cnn2c1C | -1.4 | -2 | nt | 0.8 | 1.2 | 1.9 | -0.6 | 1 | -2
COc1ccccc1OCC(=O)Nn1c(=S)[nH]c2ncccc2c1=O | 0.6 | 1 | -0.7 | -1.2 | 2.9 | -2.1 | -3.5 | 12 | -2
COc1ccc(Oc2ccccc2/C=N/O)cc1 | -0.6 | 1 | 1.6 | 0.1 | nt | -2.8 | -7.5 | 1 | 4
CSc1cccc(NC(=O)c2cccc3cccnc23)c1 | -0.6 | -6 | 1.6 | 6.7 | -5.6 | 0.3 | -9.4 | -1 | 4
COc1ccc(-c2c(C)oc3c(CN4CCOCC4)c(O)ccc3c2=O)cc1 | -0.3 | 104* | 14 | 0.1 | 0.1 | -0.7 | -2.4 | 10 | 2
